# Screening results (PubChem)
# AMA1 RON2 block: AMA1-RON2 (P. falciparum) interaction inhibition; AlphaScreen AMA1-biotinylated RON2 peptide binding; Potency, µM (titrated, usually from 58.2 µM), inactives show top-dose activity change, negative = inhibition, usual class: inhibitors; 0.2% of 360,000 active;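 further: potency means the concentration at half of the fitted maximal effect; 0% = vehicle wells and -100% = peptide control; nearly all actives have a fitted effect of over 45% in size; some results filed as inactive show a strong effect at the top dose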
#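 AMA1 (3D7) with his tag at 25 nM final met compounds first, then biotinylated RON2 peptide at 25 nM; detection used donor plus acceptor beads, 10 µg/mL apiece, read by AlphaScreen after 30 min at room temperature.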
# AmpC no deterg: AmpC beta-lactamase inhibition without detergent | P00811 | AmpC nitrocefin hydrolysis, absorbance 480 nm, 0.0001% Triton | Potency, µM (top dose mostly 57.1 µM), for the others: at the top dose activity change, negative = inhibition, hits mostly inhibitors | 0.52% of 330,000 active | AID 485341;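 further: potency means the concentration at half of the fitted maximal effect; plate controls were no compound for no effect and no enzyme for full effect; nearly all actives have a fitted effect of over 20% in size; some results filed as inactive show a strong effect at the top dose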
# Target sequence (P00811 whole entry, looked up): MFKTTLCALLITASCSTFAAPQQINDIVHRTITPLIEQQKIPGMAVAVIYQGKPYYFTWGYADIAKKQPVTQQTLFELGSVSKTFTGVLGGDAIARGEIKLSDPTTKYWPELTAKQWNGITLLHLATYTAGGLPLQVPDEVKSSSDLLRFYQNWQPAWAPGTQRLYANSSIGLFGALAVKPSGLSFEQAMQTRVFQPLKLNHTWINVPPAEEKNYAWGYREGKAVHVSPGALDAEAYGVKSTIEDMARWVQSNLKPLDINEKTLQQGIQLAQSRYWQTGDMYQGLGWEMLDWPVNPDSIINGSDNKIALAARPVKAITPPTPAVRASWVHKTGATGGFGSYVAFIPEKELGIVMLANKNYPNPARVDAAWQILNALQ
#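 20 mM phosphate pH 7.0 + 0.01% (detergent screen) or 0.0001% Triton X-100; 5.3 nM AmpC reagent; cpd preinc 15 min RT; nitrocefin (800 uM stock) to start; A480 q20 s × 4 min; Activity was normalised to no-enzyme and no-compound control wells.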
# Tb PYK inh: T. brucei pyruvate kinase inhibition. Potency, µM (doses to about 76.8 µM), without a hit: at the top dose activity, negative = inhibition, most hits filed as inhibitors. TbPYK enzyme, Kinase-Glo Plus ATP luminescence, 45 min. 0.12% of 410,000 active. Q57TT1; further: potency means the concentration at half of the fitted maximal effect; nearly all actives have a fitted effect of over 50% in size
#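 TbPYK + substrate in 50 mM TEA pH 7.2, 100 mM KCl, 10 mM MgCl2, 0.05% BSA, 0.01% Tween-20; cpd pinned; ADP 130 uM final; 45 min RT; Kinase-Glo Plus 10 min; luminescence endpoint.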
# HCMV inh: inhibitors of human cytomegalovirus. HFF cells, HCMV-luciferase reporter, 72 h; active compounds read low. activity change, negative = inhibition, % at 57.5 µM. 4.5% of 410,000 active. AID 1259415; in the data active means activity change below about -60%; inconclusive means no clear call, values can overlap the other calls; inactive means above about -39%
#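 Cell-based, HFFs, 1000 cells/well, 16 h 37C; cpds in DMSO + HCMV-luc, MOI 1 PFU/cell; 72 h 37C; OneGlo luminescence after 5 min RT; norm. to buffer vs Salinomycin 10uM.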
# LmPK inhibitor: inhibitors of Leishmania mexicana pyruvate kinase; Potency, µM (highest dose often 57.5 µM), for the others: at the top dose activity change, negative = inhibition, actives largely listed as inhibitors; AID 1721; purified LmPK, Kinase-Glo ATP luminescence, 1 h; Q27686; 0.37% of 290,000 active; further: potency means the concentration at half of the fitted maximal effect
# Target sequence (Q27686 whole entry, looked up): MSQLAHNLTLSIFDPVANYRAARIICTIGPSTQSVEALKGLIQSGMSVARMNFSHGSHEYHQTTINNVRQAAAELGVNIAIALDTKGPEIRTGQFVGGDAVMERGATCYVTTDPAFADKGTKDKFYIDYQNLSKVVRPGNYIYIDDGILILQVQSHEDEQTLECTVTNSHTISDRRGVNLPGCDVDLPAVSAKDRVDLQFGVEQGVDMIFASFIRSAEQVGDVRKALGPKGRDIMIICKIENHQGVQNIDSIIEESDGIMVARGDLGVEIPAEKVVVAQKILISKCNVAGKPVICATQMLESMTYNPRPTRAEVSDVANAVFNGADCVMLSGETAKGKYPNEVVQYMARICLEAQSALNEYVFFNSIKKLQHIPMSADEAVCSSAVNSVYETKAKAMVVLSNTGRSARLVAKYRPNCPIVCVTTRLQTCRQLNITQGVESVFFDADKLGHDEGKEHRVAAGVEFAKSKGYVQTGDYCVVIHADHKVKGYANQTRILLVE
#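 Pyruvate kinase activity monitored as ATP production (luciferase luminescence). Conditions: 0.1 nM enzyme, 0.5 mM PEP, 0.1 mM ADP, 1 h, RT; normalized against uninhibited and no-enzyme wells.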
# AmpC inh detg: AmpC beta-lactamase inhibition with detergent present; AmpC hydrolysis of nitrocefin, absorbance 480 nm, 0.01% Triton; Potency, µM (doses to about 114 µM), inactives show at the top dose activity change, negative = inhibition, hits mostly inhibitors; 0.041% of 370,000 active; AID 485294;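 further: potency means the concentration at half of the fitted maximal effect; 0% = no-compound wells and -100% = no-enzyme wells; nearly all actives have a fitted effect of over 25% in size; some results filed as inactive show a strong effect at the top dose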
#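 20 mM phosphate pH 7.0 + 0.01% (detergent screen) or 0.0001% Triton X-100; 5.3 nM AmpC reagent; cpd preinc 15 min RT; nitrocefin (800 uM stock) to start; A480 q20 s × 4 min; Activity was normalised to no-enzyme and no-compound control wells.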
# HCV inhibitor: HCV inhibition. 3.4% of 340,000 active. Huh7.5.1 HCVcc-Cre infection, luciferase reporter, 44 h. Potency, µM (titrated, usually from 41.8 µM), inactives show at the highest dose activity change, negative = inhibition, usual class: inhibitors. AID 651820; further: potency means the concentration at half of the fitted maximal effect
#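 Cells seeded at 1,000/well and cultured 4 h, then compounds added followed by HCVcc-Cre virus (~0.5 moi). After 44 h further culture, luciferase substrate was added, plates held 15 min at room temperature, and luminescence read for 15 sec.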
# * marks the source's active call; other numbers are inactive results; ? = inconclusive; · = not tested or not shown; & = joins results of further samples; [ ] = another dose, or the depositor's remark. Unless noted, the call rests on the fitted dose curve; in most records, active means well fitted curve in the direction sought with a large enough effect; inconclusive means small, poorly fitted or top-dose-only effect, or another doubt; inactive means no such curve, though single readings can be large; an effect the other way counts as inactive or inconclusive. Unless noted, on the % scale 0 is the no-effect control and ±100 the full control effect.
structure	Tb PYK inh	AmpC no deterg	AmpC inh detg	LmPK inhibitor	AMA1 RON2 block	HCV inhibitor	HCMV inh
CC(=O)Oc1ccc(-c2csc(Nc3cccnc3)n2)cc1	0%	-20%	?	3%	1%	?	-102*
Nc1ncnc2c1ncn2[C@@H]1O[C@H](C(=O)Nc2ccc(C(=O)N3CCCCC3)cc2)[C@@H](O)[C@H]1O	6%	·	·	·	-1%	·	-3
CCOC(=O)N1CCC(NC(=O)CC(NS(=O)(=O)c2ccc(C)cc2)c2ccco2)CC1 (stereo unspecified)	2%	22%	?	2%	-5%	-6%&-12%	50
COc1ccc(-c2[nH]ncc2C=O)cc1	1%	-16%	-1%	-2%	-6%	2%	-28
O=C(O)c1cccc(N2C(=O)C3C4C=CC(C4=C(c4ccccc4)c4ccccc4)C3C2=O)c1 (stereo unspecified)	-4%	50%	2%	3%	15%	14%	-6
O=c1c(Cc2ccc(Cl)cc2Cl)c(O)ccn1Cc1ccc(Cl)cc1	1%	-36%	-6%	5%	-6%	-5%	-30
CC(=O)N1CCC(=NNS(=O)(=O)c2cccc([N+](=O)[O-])c2)CC1	-5%	-22%	3%	9%	3%	30%[activator]	26
Cc1cccc(Cn2c(-c3cccs3)nc3ccccc32)c1	-13%	·	19%	·	·	·	-6
Clc1ccc2ccc3cccnc3c2n1	6%	-11%	6%	-1%	39%[activator]	?	-36
COc1ccc(/C=C/C(=O)NC(=S)Nc2ccc(S(=O)(=O)Nc3ccc(OC)nn3)cc2)cc1	-7%	-34%	-3%	1%	9%	-2%	21
Nc1nc(Nc2ccccc2F)sc1C(=O)c1ccc(Cl)cc1	-3%	·	2%	·	·	·	91
O=C(Nc1ccccc1)C1=C[C@@H](c2ccc(C(F)(F)F)cc2)C[C@@H](OCc2ccc(CO)cc2)O1	2%	-3%	8%	5%	0%	?	4
COc1ccc([C@H]2/C=C\CN(C(=O)c3ccccc3)[C@@H](C)C(=O)N2Cc2ccc(F)cc2)cc1	5%	·	·	·	-5%	?	?
COc1ccc([N+](=O)[O-])cc1NS(=O)(=O)c1cccc(C(=O)OC2CCOC2=O)c1 (stereo unspecified)	0%	-20%	·	·	-1%[11.6 µM]	0%	34
O=c1c2ccc(F)cc2sn1-c1ccccc1	10µM*	·	·	·	-3%	·	-30
CCn1cc(Br)c(C(=O)Nc2ccc(Cl)c(Cl)c2)n1	-8%	-51%	-16%	1%	16%	?	83
O=C(Nc1ccccc1C(=O)N1CCOCC1)C1COc2ccccc2O1 (stereo unspecified)	2%	-16%	1%	-6%	1%	8%	-1
CCC(=O)N1CCc2cc(S(=O)(=O)NCCC(=O)NCc3ccc(C)cc3)ccc21	-5%	·	-2%	·	·	·	-14
CCCCC(=O)NC(=S)Nc1cccc(NC(=O)CC)c1	1%	-26%	-3%	2%	-13%	6%	20
O=C(O)c1cc2c(cc1Br)OCCCO2	-5%	-11%	9%	0%	-15%	0%	50
Cc1ccc(Nc2nc(N)nc(-c3oc4ccccc4c3C)n2)cc1	-3%	-13%	-1%	1%	-1%	?	·
CCc1cc(=O)oc2cc(OCc3ccc(C(=O)O)o3)ccc12	2%	-7%	1%	-8%	-2%	20%	?
Cc1ccn(CCC(=O)N2CCCC(N3CCN(c4ccccc4C)CC3)C2)n1 (stereo unspecified)	3%	·	·	·	3%	·	?
O=C(Nc1ccccc1Cl)c1ccc(S(=O)(=O)N2CCOCC2)cc1	2%	-17%	1%	5%	13%	-1%	-29
O=C1CC(Cc2ccccc2)C(=O)N1c1ccccn1 (stereo unspecified)	-1%	-11%	-4%	0%	23%	12%	12
COc1cc(CNc2cccc(C(=O)O)c2)cc(Br)c1OCC(=O)NC(C)(C)C	-9%	31%	20%	-2%	-6%	4%	79
Cc1cc(NC(=O)CCC(=O)N(Cc2ccco2)C(C(=O)NC2CCCCC2)c2ccccc2)no1 (stereo unspecified)	2%	-17%	-8%	-1%	4%	-27%	-7
COC(=O)C(C(=O)OC)C(C(=O)OC)C(C(=O)OC)C(=O)OC	-26%	-10%	-2%	1%	8%	5%	-88*
Cc1cccc(NC(=O)c2c(O)c3ccccc3[nH]c2=O)c1	8%	1%	-10%	0%	49%[activator]	6%	44
Cc1cc(N2CCN(C)CC2)nc2ccc(NC(=S)N3CCC4(CC3)OCCO4)cc12	-2%	-9%	-5%	-3%	-8%	25%	-5

# Copied from the entries so far for reference:
structure	Tb PYK inh	AmpC no deterg	AmpC inh detg	LmPK inhibitor	AMA1 RON2 block	HCV inhibitor	HCMV inh
Cc1ccc(Nc2nc(N)nc(-c3oc4ccccc4c3C)n2)cc1	-3%	-13%	-1%	1%	-1%	?	·
CCc1cc(=O)oc2cc(OCc3ccc(C(=O)O)o3)ccc12	2%	-7%	1%	-8%	-2%	20%	?

# Going on with the list.
structure	Tb PYK inh	AmpC no deterg	AmpC inh detg	LmPK inhibitor	AMA1 RON2 block	HCV inhibitor	HCMV inh
CSc1cccc(NC(=S)N(CCC(C)C)C2CCN(C(C)C)CC2)c1	3%	1%	-13%	2%	2%	?	-39
CC(=O)Nc1cccc(-c2csc(NCc3ccccc3)n2)c1	-15%	-9%	-1%	0%	?	-21%	-16
C[C@@H]1CN([C@H](C)CO)C(=O)c2cc(NC(=O)Nc3ccc(F)cc3)ccc2O[C@H]1CN(C)C(=O)Nc1ccc(C(F)(F)F)cc1	0%	97%[activator]	·	·	-14%	3%	·
CCC(=NCCc1ccccc1)c1c(O)n(C2CCCCC2)c(=O)[nH]c1=O	8%	-16%	1%	6%	-10%	?	-32
Cc1ccc(-c2cc(-c3nnc(SCC(=O)NCC(C)C)n3N)c3ccccc3n2)cc1	-1%	24%	2%	5%	3%	-21%	72
O=C(CCC(=O)OCC(=O)c1ccc(-c2ccccc2)cc1)Nc1cccc(Cl)c1	0%	-22%	2%	2%	-1%	14%	-10
O=C(Cc1ccccc1)Nc1nnc(SCC(=O)NC2CCCC2)s1	2%	-15%	-1%	3%	5%	10%	-13
CCOc1ccc(CCNC(=O)COC(=O)C2CCN(c3ccc(C(F)(F)F)cn3)CC2)cc1OCC	-3%	215%[activator]	?	·	-15%	0%	9
NC(=O)c1ncn([C@@H]2O[C@H](CNCc3cnc(N4CCOCC4)s3)[C@@H](O)[C@H]2O)n1	5%	·	·	·	19%	?	-6
COc1ccccc1C(=O)Nc1nnc([C@H]2C[C@H](O)[C@@H](CO)O2)s1	3%	·	·	·	2%	·	-19
O=C(CSc1nnc(COc2ccc(Cl)cc2)n1Cc1ccco1)N1CCNC1=O	2%	64%[activator]	-6%	·	-6%	0%	-21
O=C(O)c1cccc(NS(=O)(=O)c2cccc(C(=O)Nc3ccccc3[N+](=O)[O-])c2)c1	6%	-13%	6%	-2%	1%	16%	3
COc1ccc(C(=O)NCCCSC)cc1OC1CCN(C(C)C)CC1	3%	-3%	-4%	-1%	41%[activator]	6%	19
CCN(CC)CCN(C(=O)/C=C/c1cccs1)c1nc2ccc(OC)cc2s1	2%	·	·	·	4%	?	4
Cc1ccc(CN2CCNC2=O)cc1	-17%	-2%	-12%	-1%	-2%	18%	44
Cc1cc(C)nc(Oc2ccc(Br)cc2)n1	-2%	-14%	1%	-2%	18%	20%	-36
Cc1ccc(S(=O)(=O)N(C)C)cc1NC(=O)COC(=O)c1ccc(Cl)cc1	7%	-24%	-8%	1%	-1%	4%	60
CCc1ccc(CNC(=O)c2cc3c(=O)n(CC)c4ccccc4c3s2)cc1	3%	·	22%	·	·	·	-16
O=C(/C=C\c1ccco1)Nc1cc([N+](=O)[O-])ccc1F	8%	-28%	-3%	0%	-3%	3%	-87*
COc1ccc(CCNC(=O)CN2C(=O)COc3ccccc32)cc1OC	-2%	·	16%	·	·	·	-16
CCC(CC)C(=O)Nc1ccc2nc(SCc3ccccc3)sc2c1	-3%	·	-1%	·	·	·	-15
Cc1ccc(C(=O)N2CCCC(c3ccc(Cl)cc3)=N2)cc1	-2%	40%	4%	4%	?	?	-30
COCCN(C(=O)COC(=O)CSc1ccc(Cl)cc1)c1c(N)n(CC(C)C)c(=O)[nH]c1=O	-5%	77%[activator]	-13%	·	5%	12%	-24
CCc1nc(SCC(=O)Nc2cc(C)ccc2OC)c2c(C)c(C)sc2n1	-2%	-3%	3%	1%	5%	?	-28
CNc1ccccc1C(=O)OCC(=O)N(CCOC)c1c(N)n(CC(C)C)c(=O)[nH]c1=O	0%	-4%	-15%	·	-2%	6%	-18
Cc1ccccc1CCNC(=O)C1CCC(=O)N(Cc2ccc(Cl)cc2)C1 (stereo unspecified)	6%	133%[activator]	9%	-1%	-1%	2%	-14
Cc1ccc(CN2CCN(C(=O)CCC(=O)Nc3nnc(C(C)C)s3)CC2)c(C)c1	3%	154%[activator]	5%	6%	-2%	?	-20
C/C=C/c1ccc(OCCOc2cc(C=O)ccc2OC)c(OC)c1	-6%	-10%	-8%	5%	-2%	-15%	95
CC(=O)c1ccc(S(=O)(=O)N2CCN(C(=O)/C=C/c3ccc4ccccc4n3)CC2)cc1	3%	-2%	3%	-13%	-19%	-8%	-95*
CCCC(=O)N1CCC1(C)C(=O)Nc1cc(OC)c(OC)c(OC)c1 (stereo unspecified)	1%	·	·	·	10%	·	19
Clc1ccc(-c2cc(C3CCNCC3)[nH]n2)cc1	1%	15%	4%	5%	4%	?	-5
CCc1cccc(NC(=O)COC(=O)c2c(C)nn(-c3ccccc3)c2C)c1	-9%	·	·	·	-8%	·	-30
COc1ccc(-n2c(SCC(=O)Nc3ccc(C(N)=O)cc3)nc3c([nH]c4ccccc43)c2=O)cc1OC	0%	146%[activator]	?	1%	-1%	11µM*	53
COc1ccccc1NC(=O)c1cccc2c(Br)cccc12	9%	-33%	-17%	2%	13%	-3%	?
CCOc1ccc(NC(=O)CN(C)C(=O)c2cccnc2Sc2ccc(C)cc2C)cc1OCC	-8%	·	·	·	8%[11.6 µM]	?	-15
COc1ccc(Cl)cc1Nc1ncnc2c1nc1n2CCCC1	0%	·	16%	·	·	·	-28
